Assay outcomes as filed in PubChem BioAssay.
GAA glycogen mod – GAA glycogen-cleavage inhibition or activation; Potency, µM (series often up to 76.4 µM), for the others: top-dose activity change, negative = inhibition, most hits filed as inhibitors; recombinant GAA, glycogen substrate, Amplex Red glucose oxidase fluorescence; 300,000 compounds, 0.38% hits; AID 2100; P10253;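 further: 0% = full enzyme reaction and -100% = no-enzyme basal signal; the screen sought inhibitors and activators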
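Recombinant enzyme (4 nM final) with compounds titrated up to 77 uM and bovine liver glycogen (30 ug) in citrate pH 5.0, 0.01% Tween-20, 37 C 40 min. Released glucose detected by Amplex Red/glucose oxidase (Ex 573/Em 610); AC50 from Hill fits.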
GAA spleen mod – lysosomal alpha-glucosidase (human) modulation; P10253; human spleen homogenate, 4-MU-alpha-glucoside fluorescence; Potency, µM (top dose mostly 79.9 µM), for the others: top-dose activity change, negative = inhibition, actives largely listed as inhibitors; 240,000 compounds, 0.006% hits;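 further: 0% = enzyme with vehicle and -100% = no enzyme basal signal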
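Enzyme source: human spleen homogenate, 1 ug/well. Buffer 50 mM citric acid/K phosphate pH 5.0, 0.01% Tween-20. 4-MU-alpha-glucoside 1 mM; 37 C x 40 min; NaOH/glycine stop; fluorescence.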
GAA inhib – inhibitors of human lysosomal alpha-glucosidase; purified human GAA, 4-MU-alpha-glucoside fluorescence; Potency, µM (series often up to 76.9 µM), inactives show at the highest dose activity change, negative = inhibition, most hits filed as inhibitors; 200,000 compounds, 0.005% hits; AID 1466; P10253;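 further: plate controls were uninhibited enzyme wells for no effect and no-enzyme background for full effect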
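Human alpha-glucosidase, 4 nM, pre-mixed with test compounds before 400 uM 4-methylumbelliferyl substrate; 20 min room temperature at pH 5.0. Fluorescence read after pH 10 stop; AC50 values from Hill-equation fits.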
Tau FP inhib – inhibitors of human tau fibril formation | 280,000 compounds, 0.39% hits | P10636 | K18 P301L tau heparin fibrillization, Alexa594 FP, 6 h | Potency, µM (titrated, usually from 57.7 µM), inactives show at the highest dose activity, negative = inhibition, most hits filed as inhibitors; further: on the % scale 0 is the no-effect control and ±100 the full control effect; nearly all actives have a fitted effect of over 55% in size
Target sequence (P10636 561-689 P618L limits assumed): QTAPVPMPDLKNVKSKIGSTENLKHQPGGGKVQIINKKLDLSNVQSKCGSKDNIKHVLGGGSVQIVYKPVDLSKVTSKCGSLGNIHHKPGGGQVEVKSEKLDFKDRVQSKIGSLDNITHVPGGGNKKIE
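Recombinant K18 P301L […], labeled with Alexa 594 at 0.24 uM over 15 uM unlabeled; heparin inducer 20 uM final; 37 C, 6 hr; FP endpoint.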
HTT cytoprotect – Huntington cell model cytoprotection by ATP luminescence; PC12 HTT-Q103 induced, cytoprotection, ATP luminescence, 40 h; AID 1471; Potency, µM (titrated, usually from 56.4 µM), for inactives: cytoprotection (ATP increase), hits mostly activators; 230,000 compounds, 0.14% hits;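 further: % of control where 0% means no effect; nearly all actives have a fitted effect of over 45% in size; toxic huntingtin expression switched on by the ecdysone agonist tebufenozide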
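Cells were plated at 1500 per well in phenol red-free DMEM with 5% equine and 5% calf serum. Tebufenozide (100 nM final) and compounds were added, then ATPlite reagent, and luminescence was read.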
Tau fluor cs – counter-screen for tau fibril formation inhibitors | tau K18 P301L Alexa594 fluorescence, heparin fibrillization | 280,000 compounds, 0.93% hits | Potency, µM (top dose mostly 57.7 µM), for inactives: at the highest dose activity change, negative = decrease; further: on the % scale 0 is the no-effect control and ±100 the full control effect; nearly all actives have a fitted effect of over 55% in size
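Human tau K18 P301L (15 uM unlabeled, 0.24 uM Alexa 594-labeled) in 100 mM sodium acetate pH 7 with 20 uM heparin, 6 hr at 37 C. ThT 30 uM added, 1 hr ambient; Alexa 594 FP and total fluorescence read at 555/632 nm.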
GLA spleen mod – inhibitors or activators of human alpha-galactosidase in spleen homogenate; Potency, µM (titrated, usually from 80 µM), without a hit: at the highest dose activity change, negative = inhibition, usual class: inhibitors; human spleen homogenate, 4MU-alpha-Gal fluorescence, 40 min; 240,000 compounds, 0.008% hits; P06280; AID 2107;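 further: 0% = enzyme with vehicle and -100% = no enzyme basal signal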
Target sequence (P06280 32-429 limits assumed): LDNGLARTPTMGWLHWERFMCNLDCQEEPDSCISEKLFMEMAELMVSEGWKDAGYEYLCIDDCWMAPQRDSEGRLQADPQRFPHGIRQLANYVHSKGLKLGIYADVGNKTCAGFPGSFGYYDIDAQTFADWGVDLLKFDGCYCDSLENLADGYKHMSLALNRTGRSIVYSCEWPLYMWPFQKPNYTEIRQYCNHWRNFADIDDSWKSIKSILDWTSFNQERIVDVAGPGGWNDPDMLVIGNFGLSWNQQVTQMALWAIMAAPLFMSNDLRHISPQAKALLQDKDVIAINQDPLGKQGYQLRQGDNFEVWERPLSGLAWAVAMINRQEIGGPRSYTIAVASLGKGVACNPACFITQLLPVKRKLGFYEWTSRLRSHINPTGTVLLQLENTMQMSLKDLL
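Inhibition or activation of alpha-galactosidase in human spleen homogenate is scored by 4-MU fluorescence after 40 min at 37C, pH 5.0, with 1 mM substrate. AC50s come from concentration-response fitted to the Hill equation.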
Tau fibril ThT – blocks human tau fibril formation measured by thioflavin T. Potency, µM (series often up to 57.4 µM), inactives show top-dose activity, negative = inhibition, hits mostly inhibitors. 270,000 compounds, 2.1% hits. recombinant tau K18 P301L, heparin-induced fibrillization, ThT fluorescence. AID 1460. P10636; further: on the % scale 0 is the no-effect control and ±100 the full control effect; nearly all actives have a fitted effect of over 55% in size
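ThT emission at 510 nm, taken 1 hr after adding 30 uM dye, quantifies aggregates formed when 20 uM heparin acts on human tau K18 P301L for 6 hr at 37 C.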
Active calls of the source: *; ? = inconclusive; nt = no result given; [ ] = another dose, or the depositor's remark. The call rests on the fitted dose curve; in most records, active means well fitted curve in the direction sought with a large enough effect; inconclusive means small, poorly fitted or top-dose-only effect, or another doubt; inactive means no such curve, though single readings can be large; an effect the other way counts as inactive or inconclusive. Potency means the concentration at half of the fitted maximal effect.

Molecule	GAA glycogen mod	GAA spleen mod	GAA inhib	Tau FP inhib	HTT cytoprotect	Tau fluor cs	GLA spleen mod	Tau fibril ThT
O=C(CCN1C(=O)C2C3C=CC(C4CC34)C2C1=O)Oc1ccc(Br)cc1 (stereo unspecified)	3%	2%	5%	3%	nt	-2%	6%	1%
COc1ccccc1N1CCN(C(=O)c2cnn3cccnc23)CC1	4%	1%	?	-2%	10%	0%	-1%	1%
Cc1ccc(Cl)cc1NC(=O)c1ccc(NC(=O)CCC(=O)O)cc1	0%	1%	5%	2%	nt	1%	11%	3%
COc1ccc(/C=C(\C#N)C(=O)C(C)(C)n2cncn2)cc1	-8%	5%	?	?	24%[10 µM]	-13%	18%	-4%
CCCCCCSc1nsc(NC(=O)CC(C)C)n1	-2%	-4%	-8%	-10%	nt	-19%	5%	-5%
CC(=O)C1=C(C)NC(C)=C(C(C)=O)C1c1cn(-c2ccccc2)nc1-c1cccs1	-11%	-12%	-8%	3%	-15%[10 µM]	-10%	-5%	-2%
COc1ccc(-c2cc(C(F)(F)F)nc(SCC(=O)N3CC(C)OC(C)C3)n2)cc1OC (stereo unspecified)	0%	-3%	2%	-9%	-21%[10 µM]	-2%	0%	-8%
Cn1c(=O)c2cc3c(nc2n(C)c1=O)CC(c1ccccc1)CC3=O (stereo unspecified)	-4%	16%	-13%[15.4 µM]	1%	-4%[10 µM]	4%	8%	-2%
CSCCC(NS(=O)(=O)/C=C/c1ccccc1)C(=O)N1CCC(C)CC1 (stereo unspecified)	5%	-3%	-14%	-5%	-1%	-9%	-5%	-8%
O=C(NCc1ccco1)C(=O)c1c[nH]c2ccccc12	-18%	-1%	2%	5%	9%[10 µM]	2%	3%	2%
O=C(CSc1nc(-c2ccccc2)no1)N1CCCCC1	-4%[76.3 µM]	nt	nt	-2%	nt	-20%	nt	-15%
CCN(CCO)C(=S)Nc1cc(S(=O)(=O)N(C)C)ccc1C	2%	-4%	1%	-1%	-5%	-2%	3%	-1%
CC(C)C(NC(=O)COc1ccccc1)C(=O)O (stereo unspecified)	7%	-7%	-2%	0%	11%	-6%	8%	-4%
COC(=O)CC/C(O)=C1/C(=N)CC(C)(C)CC1=O	-1%	-2%	-6%	-13%	22%	-5%	4%	-3%
Cc1ccc(NC(=S)N(C)N)cc1Cl	?	5%	14%	2%	-29%	-2%	4%	-4%
CCn1c(=O)cc(SCC(=O)NCC2CCCO2)c2ccccc21 (stereo unspecified)	-3%	5%	-3%	-11%	12%[10 µM]	0%	15%	-7%
COc1cccc(C2C(=O)N(C3CCCCC3)CC(=O)N2Cc2ccc(F)cc2)c1 (stereo unspecified)	2%	-12%	6%	0%	-2%	-12%	1%	-9%
Cc1cccc(C)c1NC(=O)CSCC(=O)c1ccc(O)c(O)c1	11µM*	-10%	-20%	-15%	-44%[inhibitor]	-16%	-4%	?
Cc1ccc(CCC(=O)Nc2nccs2)o1	8%	-3%	-5%	7%	-3%[10 µM]	-12%	0%	-9%
COC(=O)c1c(C)oc2ccc(N(C(=O)c3ccncc3)S(=O)(=O)c3ccc(C)cc3C)cc12	8%	-4%	-8%	12%	16%[10 µM]	-13%	-3%	?

An excerpt of these results, as labelled records.
> COc1ccc(-c2cc(C(F)(F)F)nc(SCC(=O)N3CC(C)OC(C)C3)n2)cc1OC (stereo unspecified)
- GAA glycogen mod: 0%
- GAA spleen mod: -3%
- GAA inhib: 2%
- Tau FP inhib: -9%
- HTT cytoprotect: -21%[10 µM]
- Tau fluor cs: -2%
- GLA spleen mod: 0%
- Tau fibril ThT: -8%

> O=C(CSc1nc(-c2ccccc2)no1)N1CCCCC1
- GAA glycogen mod: -4%[76.3 µM]
- GAA spleen mod: nt
- GAA inhib: nt
- Tau FP inhib: -2%
- HTT cytoprotect: nt
- Tau fluor cs: -20%
- GLA spleen mod: nt
- Tau fibril ThT: -15%

> COC(=O)CC/C(O)=C1/C(=N)CC(C)(C)CC1=O
- GAA glycogen mod: -1%
- GAA spleen mod: -2%
- GAA inhib: -6%
- Tau FP inhib: -13%
- HTT cytoprotect: 22%
- Tau fluor cs: -5%
- GLA spleen mod: 4%
- Tau fibril ThT: -3%

> COc1cccc(C2C(=O)N(C3CCCCC3)CC(=O)N2Cc2ccc(F)cc2)c1 (stereo unspecified)
- GAA glycogen mod: 2%
- GAA spleen mod: -12%
- GAA inhib: 6%
- Tau FP inhib: 0%
- HTT cytoprotect: -2%
- Tau fluor cs: -12%
- GLA spleen mod: 1%
- Tau fibril ThT: -9%

Further compounds:
Molecule	GAA glycogen mod	GAA spleen mod	GAA inhib	Tau FP inhib	HTT cytoprotect	Tau fluor cs	GLA spleen mod	Tau fibril ThT
Cc1cccc(N(C)C(=O)c2cc3c(=O)oc4ccc(C)cc4c3s2)c1	-5%[76.3 µM]	nt	nt	1%	nt	-2%	nt	0%
CCO[C@H]1OC(C(=O)N2CCCCCCC2)=C[C@@H](c2csc3ccccc23)[C@@H]1CCCO	0%	-2%	nt	1%	-8%[10 µM]	2%	-3%	-8%
Cc1ccc(NC(=S)NC2CCCC2)cc1C	5%	-1%	?	14%	12%[10 µM]	-9%	-2%	-7%
COc1ccc(-c2noc(CN(C)S(=O)(=O)c3c(C)cc(C)cc3C)n2)cc1OC	5%[76.3 µM]	nt	nt	3%	nt	-27%	nt	-11%
COc1ccc(CN2CCS(=O)(=O)CC2)cc1OC	1%	4%	-5%	7%	-29%	4%	8%	0%
CCN(c1ccccc1)S(=O)(=O)c1ccc(Cl)c(NC(=O)CSc2nncs2)c1	0%	-8%	-3%	-2%	6%[10 µM]	-26%	1%	-5%
CCOc1ccc(-c2cc(NC(=O)c3cccc(Cl)c3)c(C(=O)OC)s2)cc1	-2%[76.3 µM]	nt	nt	2%	nt	-9%	nt	-5%
Fc1ccc(-c2nn(-c3ccccc3)cc2CNCc2ccccc2)cc1	-12%	-14%	-10%	?	-47%[inhibitor]	-29%	4%	-12%
COC(=O)c1[nH]nc2c1C(=O)N(C1CCCCC1)C2=O	-2%	-1%	-6%	-4%	18%	-6%	5%	-9%
CCOC(=O)CCCCC(=O)c1[nH]c(=O)[nH]c1CSCCO	5%	-16%	-3%	-12%	-14%	-11%	-12%	-10%
CC1CCc2cc(F)ccc2N1C(=O)c1ccc2c(c1)OCO2 (stereo unspecified)	-3%	-3%	-6%	-1%	17%[0.074 µM]	3%	1%	1%
O=C(c1ccccc1)C1C(=O)c2ccccc2C1=O	-5%	0%	-3%	-4%	-22%	-19%	0%	?
COCCSc1nnc(NC(=O)C(C)(C)C)s1	18%	-8%	4%	3%	2%	1%	4%	-2%
O=C(OCCCN1CCCC1)C1(c2ccccc2)CCCC1	3%	-7%	?	3%	-1%[10 µM]	0%	5%	0%
O=C1NN(c2ccc(Cl)cc2)C(=O)/C1=C\c1ccc(-c2cccc(C(=O)O)c2)o1	-14%	-2%	-4%	?	-9%	10µM*[quencher]	-3%	7.9µM*
Cc1cc(-c2cccc([N+](=O)[O-])c2)nc2ccccc12	15%	-1%	-5%	7%	20%[10 µM]	?	-6%	?
CS(=O)(=O)N(CCc1ccccc1)CC(=O)NCC1CCCO1 (stereo unspecified)	-1%	-11%	2%	0%	5%	2%	-13%	-2%
O=C1c2cccc3c([N+](=O)[O-])ccc(c23)C(=O)N1c1ccc(Cl)cn1	6%	-2%	-16%	-9%	-114%[inhibitor]	?	3%	?
CC1(C)C(C=C(Cl)Cl)C1C(=O)N(Cc1ccc(Cl)cc1)C1CCS(=O)(=O)C1 (stereo unspecified)	-3%	7%	?	2%	-9%[10 µM]	-3%	8%	-1%
C/C(=N\O)c1ccc2c3c([nH]c2c1)CCCC3	-15%	-3%	-5%	8%	-14%	?	1%	?
CC1CN(CCc2ccccc2)c2nc3c(c(=O)[nH]c(=O)n3C)n2C1 (stereo unspecified)	12%	7%	5%	-9%	-20%	-7%	15%	-2%
NC(=O)N/N=C\c1cc(Br)ccc1O	0%	2%	?	6%	11%[10 µM]	-3%	7%	-6%
CCCC(C)NC(=O)COC(=O)c1ccc(Cl)c(S(N)(=O)=O)c1 (stereo unspecified)	4%	-5%	2%	-12%	-10%	-6%	-4%	-10%
O=C(CCCOc1ccc(Cl)cc1Cl)Nc1ccncc1	-11%	3%	8%	1%	-4%[10 µM]	-29%	3%	-21%
CCOC(=O)C1=C(C)NC(SCC(=O)O)=NC1c1ccccc1 (stereo unspecified)	-9%	-5%	1%	-4%	-14%[0.074 µM]	-7%	-11%	?
CCOC(=O)C1=C(C)N(C)C(=O)C1CC(=O)O (stereo unspecified)	-4%	2%	4%	2%	-28%	-2%	3%	?
CC(=O)c1ccc(N2CCCCCC2)c(F)c1	-1%	-5%	-4%	11%	-17%[10 µM]	-5%	-3%	-18%
O=C(NC(=S)N1CCc2ccccc21)c1ccccc1Br	-11%	-7%	0%	0%	-9%[10 µM]	-9%	1%	-16%
O=C(O)CCCn1c(=S)[nH]c2c(sc3ccc([N+](=O)[O-])cc32)c1=O	-20%	-14%	-1%	5%	nt	4%	-11%	?
COc1ccc(NS(=O)(=O)c2ccc(N3CCCC3)c(NC(=S)Nc3cccc(S(=O)(=O)N(C)C)c3)c2)cc1	-14%	-8%	-4%	?	10%[10 µM]	?	-3%	25µM*
Cc1c(-n2c(SCC(=O)O)nnc2-c2ccccc2Cl)c(=O)n(-c2ccccc2)n1C	0%	6%	-17%[15.4 µM]	?	12%	-8%	1%	-8%
CCOc1c(Br)cc(C(N)=O)cc1OC	-4%	7%	3%	-2%	0%	-12%	5%	-11%
C=CCn1c(=N)c(C(=O)OCC)cc2c(=O)n3cc(C)ccc3nc21	-4%	3%	?	4%	-6%	1%	?	-2%
CC(C)CCn1c(O)c(N=Nc2ccccn2)c2ccccc21	-1%	0%	-6%	-14%	19%[10 µM]	-28%	8%	?
Cc1ccccc1NC(=S)NCC1CCN(C(C)c2ccccc2)C1 (stereo unspecified)	1%	-5%	-4%	6%	-16%	2%	0%	5%
Cc1ccc(C(=O)N/N=C\c2ccccn2)cn1	-3%	-8%	5%[15.4 µM]	-8%	-11%[10 µM]	-8%	-3%	-14%
Cc1cc(Nc2ccc(C)c(C)c2)n2nc(C)nc2n1	5%	3%	2%	3%	-12%	-1%	1%	-6%
